RAD52 anneal inh: RAD52 DNA annealing inhibitors, primary screen, biochemical, FRET, single point, set 2; DNA repair protein RAD52 homolog (Homo sapiens), P43351; recombinant RAD52 DNA annealing, FRET fluorescence; inhibition, % at 18.7 µM; 360,000 tested, 0.46% active; AID 651710, 2012;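 active = every replicate showing at least 50% inhibition; inconclusive = mean inhibition at least 50% but not in every replicate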
Target sequence (P43351 whole entry, looked up): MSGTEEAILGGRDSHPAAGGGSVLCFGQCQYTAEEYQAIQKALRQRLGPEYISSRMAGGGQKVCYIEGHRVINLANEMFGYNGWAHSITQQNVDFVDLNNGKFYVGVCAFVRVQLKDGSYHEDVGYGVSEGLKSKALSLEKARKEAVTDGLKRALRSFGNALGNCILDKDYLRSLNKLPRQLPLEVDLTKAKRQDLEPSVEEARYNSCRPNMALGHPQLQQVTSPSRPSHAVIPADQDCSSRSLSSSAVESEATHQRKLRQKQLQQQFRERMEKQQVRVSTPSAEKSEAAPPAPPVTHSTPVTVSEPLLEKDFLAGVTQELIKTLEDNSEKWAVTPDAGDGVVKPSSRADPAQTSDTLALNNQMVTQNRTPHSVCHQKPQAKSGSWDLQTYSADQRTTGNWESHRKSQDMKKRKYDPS
RAD54 inh: inhibitors of human RAD54 branch migration, primary screen, biochemical, fluorescence, single point. DNA repair and recombination protein RAD54-like (Homo sapiens), Q92698. RAD54 Holliday junction branch migration, FAM/BHQ fluorescence. inhibition, % at 10.4 µM. 360,000 tested, 0.14% active. AID 602329, 2012;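 active = mean normalized replicate activity at least 40 and at least half of replicates scoring 40 or more; inconclusive = only one of the two criteria met; inactive = mean below 40 and under half of replicates reaching 40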;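 also: 0% = median of neutral control wells and 100% = median of positive control wells; inhibitors cause a drop in the FAM fluorescence signal; in these data hits start at about 50%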
GSIS activator: GLuc luminescence reporter in INS-1E cells, primary screen for activators of glucose-dependent secretion of insulin; INS-1E GLuc reporter insulin secretion, 2-3 h; activation, % at 16.6 µM; 370,000 tested, 0.61% active; AID 743287, 2014;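 active = lowest replicate activation of at least 40%, so every replicate reaches that level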;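 also: 0% = median of neutral control wells and 100% = median of IBMX positive control wells; some compounds called inactive have numbers as strong as hits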
F508del corr: F508del CFTR correction, initial screen, CFBE line, single point. CFBE cells, YFP halide quenching; stimulated with forskolin plus potentiator P3; % fluorescence drop versus neutral controls. activity (quench increase), % at 7.58 µM. 350,000 tested, 0.36% active;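 active = mean added fluorescence quench of at least 8% versus neutral control, with both replicates also reaching 8%; inconclusive = only one of the mean or replicate conditions met; inactive = mean below 8% and not both replicates reaching 8%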;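 also: cells transiently co-express mutant CFTR-F508del with the halide-sensitive YFP; corrector assay measuring rescue of mutant channel to the surface after 24 h compound exposure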
E-sel inducer: E-selectin induction in HUVECs, primary screen, imaging, HUVEC, immunofluorescence imaging, single point | 260,000 tested, 0.37% active | AID 686992, 2013 | activation, % at 7.58 µM | P16581 | normalized: neutral wells 0, TNF-alpha wells 100;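 active = mean E-selectin-positive cell signal at least 10% of the positive control, reached in at least 60% of replicates, without over 20% cell loss; inconclusive = no rule given, readout overlaps actives, possibly toxicity-flagged; inactive = the rest, including those meeting only one limit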;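 also: in these data hits start at about 27%; measured in HUVEC primary endothelial cells; signal is the percent of cells scored E-selectin positive by PE staining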
Target sequence (P16581 whole entry, looked up): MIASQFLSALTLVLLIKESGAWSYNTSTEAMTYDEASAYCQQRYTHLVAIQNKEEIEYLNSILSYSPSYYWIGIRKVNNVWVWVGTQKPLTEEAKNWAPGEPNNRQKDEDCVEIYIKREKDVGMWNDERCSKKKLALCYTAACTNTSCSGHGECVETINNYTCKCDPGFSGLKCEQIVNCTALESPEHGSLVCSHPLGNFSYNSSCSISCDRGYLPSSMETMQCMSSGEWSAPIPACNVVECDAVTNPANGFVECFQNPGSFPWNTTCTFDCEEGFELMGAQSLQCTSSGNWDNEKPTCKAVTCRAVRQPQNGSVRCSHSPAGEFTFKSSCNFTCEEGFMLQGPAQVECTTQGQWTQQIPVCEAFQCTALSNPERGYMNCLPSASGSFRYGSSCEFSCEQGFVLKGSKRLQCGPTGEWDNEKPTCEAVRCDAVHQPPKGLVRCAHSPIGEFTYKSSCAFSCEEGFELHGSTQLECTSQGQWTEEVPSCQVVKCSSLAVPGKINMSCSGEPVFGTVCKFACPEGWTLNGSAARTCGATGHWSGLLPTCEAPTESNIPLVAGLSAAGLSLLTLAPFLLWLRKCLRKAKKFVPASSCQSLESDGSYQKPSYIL
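Test system – human umbilical vein endothelial cells (HUVEC), E-selectin induction · Input – 3,000 HUVEC seeded per well · Buffer or medium – EGM-2, gelatin · Compound dosing – single-point compound dose · Detection – immunofluorescence imaging · Measure – percent E-selectin-positive cells · Controls – TNF-alpha high, DMSO low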
CASP6 VEID inh: human caspase-6 inhibitors, primary screen, biochemical, VEID-R110 fluorescence, single point, set 2; AID 686996, 2013; purified caspase-6, Z-VEID-R110 cleavage fluorescence; 350,000 tested, 0.53% active; P55212; inhibition, % at 12.5 µM;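 active = mean inhibition across replicates at least about 35%, with every replicate also reaching that limit, limit read from the data; inconclusive = only one of the two criteria met; inactive = neither criterion met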;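 also: 0% = median of neutral control wells and 100% = no fluorescence left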
DENV2 CPE: inhibitors of DENV2 cytopathic effect, primary screen, cell-based, plate reader, single concentration | DENV2-infected cells, cytopathic effect rescue | 350,000 tested, 1.7% active | CPE inhibition, % at 9.99 µM; in the data active = CPE inhibition above about 20%, passing the limit was not always enough; inconclusive = no clear call, values can overlap the other calls; tested in BHK-21 cells;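 also: 0% = median of neutral control wells and 100% = median of positive control wells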
Xi reactivation: activators of inactive X chromosome reactivation, primary screen, imaging, XiGFP fibroblasts, GFP high-content imaging, set 2. XiGFP mouse fibroblasts, % GFP-positive cells imaging, 3 d; cells co-treated with 5-aza-dC sensitizer; scaled so ellipticine positive control = 100%. 360,000 tested, 0.055% active. activation, % at 7.58 µM;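 active = mean normalized replicate activation at least 10% and every replicate at or above 10%; inconclusive = only one of the two criteria met; inactive = mean below 10% and not all replicates reach 10%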;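 also: 0% = median of on-plate neutral control wells and 100% = ellipticine 6 µM median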
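material = 68-5-11 XiGFP fibroblast line | medium = DMEM plus 5-aza-dC sensitizer | schedule = 3 days compound exposure | benchmarks = positive control ellipticine, 6 µM final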
* hit, by the source's call.

For CCN(CC1CCCN(CCc2cccc(OC)c2)C1)C(=O)C=C(C)C (centres undefined) the results were RAD52 anneal inh -19.6, RAD54 inh -6.7, GSIS activator -6.9, F508del corr -0.1, E-sel inducer 0.3, CASP6 VEID inh -4.0, DENV2 CPE 0.5 and Xi reactivation 0.1.
COc1cc(Cl)ccc1OCc1cc(C(=O)N2CCCCC2c2cccnc2)no1 (centres undefined) was read as RAD52 anneal inh -9.5, RAD54 inh 0.2, GSIS activator 5.4, F508del corr 3.6, CASP6 VEID inh -1.1, DENV2 CPE 0.2 and Xi reactivation 0.1.
`COc1ccc2oc(=O)cc(CN3CCN(Cc4ccc(OC)c(OC)c4OC)CC3)c2c1` gave RAD52 anneal inh -21.5, RAD54 inh -2.5, GSIS activator 6.7, F508del corr 1.9, E-sel inducer 0.3, CASP6 VEID inh 0.5, DENV2 CPE 5.2 and Xi reactivation 0.0.
For COc1cccc(NC(=O)CCCn2nc(C)c3c(C)n(-c4ccccc4)nc3c2=O)c1 the results were RAD52 anneal inh -2.9, RAD54 inh 10.4, GSIS activator -12.6, F508del corr 2.5, E-sel inducer 0.2, CASP6 VEID inh 3.5, DENV2 CPE 9.8 and Xi reactivation 0.1.
`C=CCN=C1NN=C(c2cc(C)n(CCOC)c2C)CS1` gave RAD52 anneal inh 2.9, GSIS activator -7.1, CASP6 VEID inh 0.4, DENV2 CPE 18.5 and Xi reactivation -0.1.
`O=C(NCc1cccc(Cl)c1)c1cc(COc2ccc3ncccc3c2)on1` gave RAD52 anneal inh -20.3, F508del corr 0.3, E-sel inducer -0.1, CASP6 VEID inh 1.4, DENV2 CPE 3.7 and Xi reactivation 0.0.
For CCCCc1nc2c(C)c(N)cnc2n1Cc1cccc([N+](=O)[O-])c1 the results were RAD52 anneal inh 3.4, RAD54 inh -5.4, GSIS activator 4.7, F508del corr 0.6, CASP6 VEID inh 5.2, DENV2 CPE 6.9 and Xi reactivation -0.1.
`COc1cc(/C=N\NC(=O)C(C)(C)O)ccc1OC/C=C/c1ccccc1` gave RAD52 anneal inh -27.5, RAD54 inh -6.5, F508del corr 2.2, E-sel inducer 0.0, CASP6 VEID inh -2.4, DENV2 CPE -1.1 and Xi reactivation -0.1.
Screening CCOc1ccc(NC(=O)CSc2nnc(-c3cc(C)[nH]n3)n2N)cc1 returned RAD52 anneal inh -1.9, RAD54 inh 4.5, GSIS activator 2.5, F508del corr -0.3, CASP6 VEID inh -2.6, DENV2 CPE -0.4 and Xi reactivation 0.0.
C=CCn1c(=O)c(C(=O)Nc2ccc(C)cc2)c(O)c2ccccc21 was read as RAD52 anneal inh -4.4, RAD54 inh -4.6, GSIS activator 6.0, F508del corr -3.7, E-sel inducer 0.7, CASP6 VEID inh -1.3, DENV2 CPE 3.7 and Xi reactivation 0.0.
Screening Cc1ccc(/C=N/Nc2cccc3cccnc23)c(O)c1 returned RAD52 anneal inh -11.1, RAD54 inh 4.5, GSIS activator 3.2, F508del corr 0.0, CASP6 VEID inh 0.4 and DENV2 CPE -4.6.
Screening Fc1ccc2cnc(-c3ccccc3F)cc2c1 returned RAD52 anneal inh -19.8, RAD54 inh -1.3, GSIS activator 36.5, F508del corr 1.6, E-sel inducer 0.1, CASP6 VEID inh -1.6, DENV2 CPE -7.3 and Xi reactivation 0.0.
`Cc1cccc(C(=O)OCC(=O)N2CCCC2=O)c1O` gave RAD52 anneal inh -8.6, RAD54 inh -1.4, GSIS activator 1.0, F508del corr -0.2, E-sel inducer -0.1, CASP6 VEID inh 1.8, DENV2 CPE -2.0 and Xi reactivation -0.1.
`Cc1ccc(C)c(N(CC(=O)NC2CCCC2)C(=O)CCC(=O)Nc2cc(C)on2)c1` gave RAD52 anneal inh 1.3, RAD54 inh -0.9, GSIS activator -1.0, F508del corr -1.5, E-sel inducer 0.1, DENV2 CPE 1.3 and Xi reactivation 0.0.
`COc1ccc(S(=O)(=O)Nc2cccc3c2O[C@H](CN(C)Cc2ccc(C(=O)O)cc2)[C@@H](C)CN([C@@H](C)CO)C3=O)cc1` gave GSIS activator 7.0, F508del corr -1.1, E-sel inducer -19.4 and Xi reactivation 0.0.
For CC(C)c1ccc2c(c1)C(c1cccs1)=NNC(c1ccncc1)=N2 the results were RAD52 anneal inh -7.1, GSIS activator 11.9, F508del corr -0.7, E-sel inducer -0.6, CASP6 VEID inh -3.2 and Xi reactivation -0.1.
CC1(c2ccccc2Cl)NC(=O)N(CC(=O)N2c3ccccc3NC(=O)C2(C)C)C1=O (centres undefined) was read as RAD52 anneal inh -22.0, RAD54 inh 2.8, GSIS activator -5.8, F508del corr 6.3, E-sel inducer 4.1, CASP6 VEID inh 5.1, DENV2 CPE 7.1 and Xi reactivation 0.5.
O=C(COC(=O)Cc1ccsc1)Nc1ccc(S(=O)(=O)N2CCOCC2)cc1 was read as RAD52 anneal inh -11.3, GSIS activator 3.4, F508del corr -1.4, E-sel inducer -0.1, DENV2 CPE 11.5 and Xi reactivation 0.2.
Screening CCCc1cc(=O)n(-c2nc3ccccc3s2)[nH]1 returned RAD52 anneal inh -6.1, RAD54 inh -11.9, GSIS activator 0.8, F508del corr 0.8, E-sel inducer 0.1, CASP6 VEID inh 18.9, DENV2 CPE 10.3 and Xi reactivation 0.1.
Screening CC(C)NC(=O)N(C)C[C@@H]1Oc2ncc(C3=CCCCC3)cc2C(=O)N([C@H](C)CO)C[C@H]1C returned RAD52 anneal inh 13.1, RAD54 inh -0.9, GSIS activator -5.0, F508del corr -1.7, E-sel inducer 0.8, CASP6 VEID inh -3.4, DENV2 CPE 2.7 and Xi reactivation -1.2.
COc1ccc(NC(=O)C2CCCN(S(C)(=O)=O)C2)cc1Cl (centres undefined) was read as RAD52 anneal inh -17.9, RAD54 inh -6.7, GSIS activator 1.9, F508del corr -2.4, CASP6 VEID inh 3.1, DENV2 CPE 1.2 and Xi reactivation 0.2.
For COCC(=O)Nc1ccc2c(c1)[C@@H]1C[C@H](CC(=O)NCc3ccncc3)O[C@H](CO)[C@@H]1O2 the results were RAD52 anneal inh 12.3, RAD54 inh -6.9, GSIS activator 0.7, F508del corr 4.9, E-sel inducer -0.3, CASP6 VEID inh -6.0, DENV2 CPE 4.8 and Xi reactivation 0.1.
Screening O=C(N[C@H]1C=C[C@@H](CC(=O)N2CCCCC2)O[C@@H]1CO)c1ccc2c(c1)OCO2 returned RAD52 anneal inh 3.9, RAD54 inh 0.9, GSIS activator 9.6, F508del corr 1.4, E-sel inducer -0.2, CASP6 VEID inh -1.7, DENV2 CPE 6.0 and Xi reactivation 0.1.
For CC(OCC(O)CN(C)CCOc1ccccc1)c1ccc(Cl)cc1 (centres undefined) the results were RAD52 anneal inh 12.9, RAD54 inh -10.8, GSIS activator -10.7 and CASP6 VEID inh 0.5.
Screening C[C@@H]1CN([C@@H](C)CO)C(=O)Cc2cc(NC(=O)C3CCCCC3)ccc2O[C@@H]1CN(C)Cc1ccccc1 returned RAD52 anneal inh 5.3, RAD54 inh -22.0, GSIS activator -11.5, F508del corr -1.5, E-sel inducer -0.3, CASP6 VEID inh 0.0, DENV2 CPE -11.9 and Xi reactivation 0.1.
`CC1(O)N(CCC(=O)Nc2cccc(F)c2)C(=O)OC12CCCCC2` (centres undefined) gave RAD52 anneal inh -4.4, GSIS activator 1.4, F508del corr 0.5, E-sel inducer 8.2, CASP6 VEID inh 3.6, DENV2 CPE 8.7 and Xi reactivation 0.5.
`Cc1ccc(NC(=O)Cn2c([N+](=O)[O-])cnc2C)cc1Cl` gave RAD52 anneal inh -9.2, RAD54 inh -6.4, GSIS activator -11.4, F508del corr -0.8, E-sel inducer 0.9, CASP6 VEID inh 0.7, DENV2 CPE 0.6 and Xi reactivation 0.0.
For CCOC(=O)C1CCN(C(=O)c2ccc(Oc3cc(Cl)cc(Cl)c3)o2)CC1 the results were RAD52 anneal inh -8.7, RAD54 inh 3.2, GSIS activator -3.1, F508del corr -0.8, E-sel inducer 2.0, CASP6 VEID inh 1.8, DENV2 CPE -8.8 and Xi reactivation -0.1.
Screening C[C@@H]1CN([C@H](C)CO)C(=O)c2cccc(NC(=O)c3ccc(-c4nccs4)cc3)c2O[C@@H]1CN(C)Cc1ccc(Cl)c(Cl)c1 returned RAD52 anneal inh 4.0, RAD54 inh -2.3, GSIS activator -8.3, F508del corr -1.5, E-sel inducer -1.9, CASP6 VEID inh 4.7, DENV2 CPE inconclusive and Xi reactivation -0.9.
For CCOc1ccc(NC(=O)CNC(=O)c2ccc(OC)cc2)cc1 the results were RAD52 anneal inh -7.2, GSIS activator 7.2, F508del corr 1.1, E-sel inducer 73.1*, CASP6 VEID inh 3.2, DENV2 CPE -6.6 and Xi reactivation 0.0.
Screening C[C@H]1CN([C@@H](C)CO)C(=O)c2cc(NC(=O)Nc3ccc(F)cc3)ccc2O[C@H]1CN(C)CC1CCCCC1 returned RAD52 anneal inh 22.8, RAD54 inh -6.8, GSIS activator 0.9, F508del corr -1.6, E-sel inducer -0.3, CASP6 VEID inh -0.7, DENV2 CPE -1.6 and Xi reactivation 0.3.
For O=C(c1cc2c(ccc3ccccc32)o1)N1CCCCC1 the results were RAD52 anneal inh -3.3, RAD54 inh 3.9, GSIS activator 7.7, F508del corr -0.6, E-sel inducer -0.4, CASP6 VEID inh -1.4, DENV2 CPE 9.2 and Xi reactivation -0.1.
Screening COc1ccc(C(CNC(=O)COc2ccc(Cl)c(C)c2)N2CCCCC2)cc1 (centres undefined) returned RAD52 anneal inh -31.2, RAD54 inh -11.9, GSIS activator -25.7, F508del corr 0.9, CASP6 VEID inh 0.7, DENV2 CPE -7.4 and Xi reactivation 0.1.
`COc1ccc(S(=O)(=O)N(C)C)cc1NC(=O)c1ccc2c(c1)NC(=O)C(C)S2` (centres undefined) gave RAD52 anneal inh -28.5, RAD54 inh 2.4, GSIS activator 1.3, F508del corr 1.5, E-sel inducer -0.4, CASP6 VEID inh -86.8, DENV2 CPE 1.0 and Xi reactivation 0.1.
CCCn1c(C(C)Nc2nc(-c3ccc(Cl)c([N+](=O)[O-])c3)cs2)nc2ccccc21 (centres undefined) was read as RAD52 anneal inh -9.7, RAD54 inh 0.8, GSIS activator 9.0, F508del corr 3.0, CASP6 VEID inh 2.5, DENV2 CPE 2.2 and Xi reactivation 0.3.
For Nc1c(-c2nn[nH]n2)cnn1-c1cc(Cl)cc(Cl)c1 the results were RAD52 anneal inh -33.3, RAD54 inh -3.7, GSIS activator -2.1, F508del corr 0.2, E-sel inducer -0.1, CASP6 VEID inh 3.9, DENV2 CPE 9.9 and Xi reactivation 0.1.
Screening CCCCCCCCCn1ccc(=N)cc1 returned RAD52 anneal inh -11.9, RAD54 inh -1.2, GSIS activator 14.5, F508del corr -22.4, CASP6 VEID inh -1.7, DENV2 CPE -18.2 and Xi reactivation 0.0.
NS(=O)(=O)c1ccc(Nc2nc(-c3cccc([N+](=O)[O-])c3)cs2)cc1 was read as RAD52 anneal inh -9.8, RAD54 inh 5.9, GSIS activator 49.5, F508del corr 0.3, CASP6 VEID inh 1.3, DENV2 CPE -4.0 and Xi reactivation 0.1.
